# GPR7 antagonist = antagonists of human GPR7 (neuropeptides B/W receptor 1). AID 1861. P48145. GPR7-expressing cells, fluorescence antagonist assay. inhibition, % at 4.4 µM. actives 1.1% (n = 290,000); in the data active = inhibition above about 16%, passing the limit was not always enough;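 note: cells stimulated with the agonist NPW; 0% = agonist with vehicle and 100% = vehicle without agonist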
# Target sequence (P48145 whole entry, looked up): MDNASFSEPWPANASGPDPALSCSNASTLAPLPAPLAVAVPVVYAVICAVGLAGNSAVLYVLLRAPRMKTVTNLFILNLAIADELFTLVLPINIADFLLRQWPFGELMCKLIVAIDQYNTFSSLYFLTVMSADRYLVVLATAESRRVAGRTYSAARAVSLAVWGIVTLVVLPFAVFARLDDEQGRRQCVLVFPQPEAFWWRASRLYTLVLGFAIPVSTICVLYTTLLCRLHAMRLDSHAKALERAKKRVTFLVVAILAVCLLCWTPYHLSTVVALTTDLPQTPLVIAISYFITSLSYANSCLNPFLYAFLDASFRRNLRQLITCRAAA
# V1R ag counter = activates human V1a receptor in oxytocin agonist counter-screen. CHO-V1R cells, Fluo-8 calcium fluorescence, agonist mode; 0% DMSO, 100% 3 nM vasopressin. activation, % at 3 µM. actives 0.25% (n = 320,000);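 active = activation above the mean activation of all tested compounds plus 3 SD, per screening run, cut at about 20% in these data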;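 note: signal is peak over basal fluorescence ratio across a 100 second FLIPR read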
# Target sequence (P37288 whole entry, looked up): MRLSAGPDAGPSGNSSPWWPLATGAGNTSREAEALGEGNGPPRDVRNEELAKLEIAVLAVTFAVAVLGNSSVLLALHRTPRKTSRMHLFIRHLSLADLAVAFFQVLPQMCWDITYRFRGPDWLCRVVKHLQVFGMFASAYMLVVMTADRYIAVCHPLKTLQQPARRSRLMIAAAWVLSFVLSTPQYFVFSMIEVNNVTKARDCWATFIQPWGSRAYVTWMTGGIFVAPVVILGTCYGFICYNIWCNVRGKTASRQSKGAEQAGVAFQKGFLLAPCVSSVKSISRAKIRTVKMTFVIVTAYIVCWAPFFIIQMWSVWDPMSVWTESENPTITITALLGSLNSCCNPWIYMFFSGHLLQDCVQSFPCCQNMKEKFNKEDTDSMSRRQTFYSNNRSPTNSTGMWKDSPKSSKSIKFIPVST
# CHO-K1 Ca ag = nonselective activator or artifact in parental CHO-K1 cells | Fluo-8 calcium fluorescence; scaled to maximal ATP response, vehicle zero | activation, % at 3 µM | actives 0.48% (n = 360,000) | AID 602248; in the data active = activation above about 15%;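 note: untransfected CHO-K1 host cells lacking M1 receptor as counterscreen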
# CHO-K1 Ca antag = nonselective inhibitor or artifact in parental CHO-K1 cells; actives 0.6% (n = 360,000); inhibition, % at 3 µM; ATP-induced calcium, Fluo-8 fluorescence;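 active = inhibition above a per-plate cutoff, the plate's mean sample inhibition plus 3 SD, cut at about 24% in these data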;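 note: 0% = DMSO plus EC80 ATP and 100% = DMSO alone without ATP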
# OXTR potentiate = potentiators of human oxytocin receptor. CHO-OTR cells, Fluo-8 calcium fluorescence, potentiator mode; 0% = oxytocin EC15, 100% = EC100. activation, % at 3 µM. P30559. actives 0.061% (n = 320,000). AID 2445;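 active = activation above that plate's cutoff, the mean activation of tested compounds plus 3 SD, cut at about 6.6% in these data, passing the limit was not always enough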;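 note: 100% uses oxytocin at 75 nM as the full agonist control; some results filed as inactive read as strong as hits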
#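 assay system = CHO-OTR cells, human receptor | schedule = compound 6 min at room temperature before oxytocin, 100 s read | detection = Fluo-8 intracellular calcium fluorescence, ex 470-495, em 515-575 nm | evaluation = normalized max/min fluorescence ratio, % activation | control set = EC15 oxytocin alone as 0%, 75 nM oxytocin (EC100) as 100%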
# CHO parental Ca = counter-screen for OX1R antagonists: effect in parental CHO cells; AID 463079; actives 0.63% (n = 330,000); inhibition, % at 5.6 µM; parental CHO-K1, ATP-induced calcium, Fluo-8 fluorescence;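 active = inhibition above that plate's mean sample inhibition plus 3 SD, cut at about 26% in these data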;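 note: 0% = ATP-challenged DMSO wells and 100% = DMSO wells without ATP; some compounds past the cut are filed as inactive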
#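 Test system: untransfected parental CHO cell line; also added: ATP stimulus; dosing: 5.6 µM, single dose; signal: calcium-sensitive Fluo-8 fluorescence; measure: percent inhibition of ATP-evoked calcium rise, normalized to controls; benchmarks: low control ATP plus DMSO, high control DMSO only; replication: one well per compound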
# M1 PAM parental = M1 PAM counterscreen hit in parental CHO-K1 cells | actives 0.02% (n = 360,000) | AID 602247 | ATP EC20, Fluo-8 calcium fluorescence; 0% at ATP EC20, 100% at ATP max | activation, % at 3 µM;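 active = activation above the run cutoff, the mean activation of all test compounds plus 3 SD, cut at about 40% in these data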;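 note: peak over basal fluorescence ratio in a 140 s read after ATP addition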
# OXTR ag = human OXTR agonism; P30559; CHO-OTR cells, Fluo-8 calcium fluorescence; normalized: DMSO 0%, oxytocin 100%; activation, % at 3 µM; actives 0.32% (n = 320,000);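 active = activation above the mean of all tested compounds plus 3 SD, cutoff set per screening run, cut at about 20% in these data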;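 note: peak over basal fluorescence ratio from a 100 s FLIPR kinetic read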
# TAAR1 antag = antagonists of human TAAR1; AID 624466; CHO RD-HGA16 TAAR1, Fluo-8 calcium fluorescence, antagonist; Q96RJ0; actives 1.5% (n = 360,000); inhibition, % at 3 µM;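 active = inhibition above a per-plate cutoff, the mean inhibition of test compounds on that plate plus 3 SD, cut at about 49% in these data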;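 note: 0% = DMSO plus EC80 beta-PEA response and 100% = DMSO alone without agonist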
#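 Test system – hTAAR1-expressing CHO RD-HGA16 cells, Gα16-coupled · Also added – β-PEA at EC80 concentration, post-compound challenge · Compound – 3 µM, single point · Incubation – dye loading 75 min at 37 °C, then 30 min room temperature · Measured by – Fluo-8 intracellular calcium dye fluorescence, real-time kinetic reads · Benchmarks – vehicle and agonist controls · Replicates – singlicate, one well per test compound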
# Starred values were filed as active, the others as inactive; · = not tested or not shown.
mol	V1R ag counter	M1 PAM parental	TAAR1 antag	GPR7 antagonist	OXTR potentiate	CHO-K1 Ca ag	OXTR ag	CHO-K1 Ca antag	CHO parental Ca
CCc1nc2c(OCc3ccccc3C)cccn2c1N(C)C(=O)c1ccc(C)cc1	·	7	-19	·	·	0.1	·	-5	·
O=C1C=C(OCc2ccccc2)CN1	1.0	17	-6	-11	-11	-0.1	-0.7	-5	-8
c1ccc2c(c1)oc1c(NCc3ccc4c(c3)OCO4)ncnc12	7.5	7	·	2	-16	7.7	6.1	-7	19
CSCc1nnc(NC(=O)c2ccc(S(=O)(=O)N(C)C)cc2)o1	-0.7	-12	-3	4	-8	-0.3	-0.3	2	-1
O=C(O)c1cc2c(cc1Br)OCCCO2	0.1	-7	2	10	-5	-0.2	-0.4	15	-8
COCCNc1nc(Nc2ccccc2Cl)c2sc(-c3ccccc3)cc2n1	·	8	-7	·	·	0.2	·	-7	·
OC1C2COC(O2)C2OC(c3ccccc3)OC12 (stereo unspecified)	·	26	-3	·	·	1.1	·	-9	·
CCC(C)(C(=O)Nc1c(C)cccc1C)N(C)C(=O)c1ccc2ccccc2n1 (stereo unspecified)	0.7	2	-22	-19	5	0.0	-0.4	-9	-8
CCSC1=C(C#N)C(c2ccc(F)cc2)CC(=O)N1 (stereo unspecified)	·	16	-3	-9	·	0.1	·	0	·
C=CCn1c(CCC(O)COCCC)n[nH]c1=S (stereo unspecified)	0.3	9	-33	0	-2	0.4	-0.1	-11	-4
Cc1cc(OCC(=O)OC(C)C(=O)NC2CC2)c(C(C)C)cc1Cl (stereo unspecified)	·	-1	-2	·	·	2.8	·	-3	·
COc1ccccc1NC(=O)COC(=O)c1ccc2c(c1)nc(C)n2-c1ccccc1	2.0	16	-7	-3	-5	2.3	0.0	-7	-19
CCC1C(=O)n2nc(-c3ccccc3)cc2N=C1C (stereo unspecified)	1.0	7	11	9	-9	0.5	-1.1	-14	-1
COc1cc(/C=C(\C#N)C(=O)Nc2ccccc2C(=O)O)cc(Cl)c1OC	0.5	-4	-11	8	0	-0.6	0.1	3	-4
CN(Cc1cccc(Cl)c1Cl)CC(O)COc1ccccc1 (stereo unspecified)	0.8	16	20	6	-10	0.2	-1.5	5	-9
Cc1ccc(-c2nnc(Nc3ccc(C(=O)N(C)C)cc3)c3ccccc23)cc1S(N)(=O)=O	0.3	-6	-20	-3	-2	0.1	-0.4	-10	3
Cc1ccc(S(=O)(=O)Nc2nc(CN3CCOCC3)nc3sc(C)c(C)c23)cc1	0.2	22	-24	·	5	0.1	1.4	-26	-14
Cc1cc(SCC(=O)c2cccs2)nc2c(C)cccc12	2.4	-6	-3	-14	-6	-0.9	0.2	-9	-3
CC1CCCCC12NC(=O)N(CC(=O)Nc1ccccc1-c1ccccc1)C2=O (stereo unspecified)	0.1	18	-11	-3	-1	1.1	-2.2	-29	-16
Cc1cc(C)c(C(O)c2ncc(-c3cccc4ccccc34)[nH]2)c(C)c1 (stereo unspecified)	·	7	-10	·	·	1.4	·	-3	·
O=C1CCCC/C1=C\Nc1ccc(Cl)cn1	-0.2	26	0	-9	-5	0.4	-0.1	-5	-13
COc1ccc(CNC(=O)c2c[nH]c3ccccc3c2=O)cc1	-0.6	-4	-15	2	3	0.5	0.1	4	-13
COc1ccc(C(C(=O)NC(C)(C)C)N(C(=O)CCC(=O)Nc2cc(C)on2)c2ccc(C)c(C)c2)cc1 (stereo unspecified)	-1.2	23	-17	-7	-1	2.4	-0.9	-20	-25
O=C(NCCCn1ccnc1)/C(=C\c1ccc(Br)cc1)NC(=O)c1ccccc1	-0.2	-19	6	9	-6	0.0	0.6	-1	-20
Cc1cc(C)c2nc3nc(C)cc(C)c3c(N)c2c1	-0.9	18	-3	-13	4	0.1	0.6	-6	-18
Cc1ccc(OCCCC(=O)NC(C)c2ccccc2)cc1 (stereo unspecified)	-1.2	12	-5	17	-6	0.1	-1.6	-10	-12
CC(C)CC1c2[nH]c3ccccc3c2CCN1C(=O)CCC(=O)N(C)C (stereo unspecified)	-0.1	20	-4	-6	-5	0.1	-0.1	-8	1
O=C(Oc1csc(=S)n1C(=O)c1ccccc1)c1ccccc1	-0.1	16	·	-4	-6	-0.1	0.3	10	-2
CC1(C(=O)N/N=C/c2ccc([N+](=O)[O-])o2)CC1(Br)Br (stereo unspecified)	2.2	16	4	-10	-5	1.5	1.6	-7	5
CC1CCCCN1C(=O)CN1C(=O)c2ccccc2S1(=O)=O (stereo unspecified)	1.2	8	10	·	-9	0.6	1.0	0	-8
COc1ccc(CCNC(=O)c2cc3ccccn3n2)c(OC)c1OC	1.5	2	-16	-9	-4	2.5	0.0	2	-13

# Part of the list above, field by field.
SMILES: CC1CCCCN1C(=O)CN1C(=O)c2ccccc2S1(=O)=O (stereo unspecified)
- V1R ag counter: 1.2
- M1 PAM parental: 8
- TAAR1 antag: 10
- GPR7 antagonist: ·
- OXTR potentiate: -9
- CHO-K1 Ca ag: 0.6
- OXTR ag: 1.0
- CHO-K1 Ca antag: 0
- CHO parental Ca: -8
SMILES: COc1ccc(CCNC(=O)c2cc3ccccn3n2)c(OC)c1OC
- V1R ag counter: 1.5
- M1 PAM parental: 2
- TAAR1 antag: -16
- GPR7 antagonist: -9
- OXTR potentiate: -4
- CHO-K1 Ca ag: 2.5
- OXTR ag: 0.0
- CHO-K1 Ca antag: 2
- CHO parental Ca: -13

# Entries from the list above that have four or more nitrogen atoms:
mol	V1R ag counter	M1 PAM parental	TAAR1 antag	GPR7 antagonist	OXTR potentiate	CHO-K1 Ca ag	OXTR ag	CHO-K1 Ca antag	CHO parental Ca
CSCc1nnc(NC(=O)c2ccc(S(=O)(=O)N(C)C)cc2)o1	-0.7	-12	-3	4	-8	-0.3	-0.3	2	-1
COCCNc1nc(Nc2ccccc2Cl)c2sc(-c3ccccc3)cc2n1	·	8	-7	·	·	0.2	·	-7	·
Cc1ccc(-c2nnc(Nc3ccc(C(=O)N(C)C)cc3)c3ccccc23)cc1S(N)(=O)=O	0.3	-6	-20	-3	-2	0.1	-0.4	-10	3
Cc1ccc(S(=O)(=O)Nc2nc(CN3CCOCC3)nc3sc(C)c(C)c23)cc1	0.2	22	-24	·	5	0.1	1.4	-26	-14
COc1ccc(C(C(=O)NC(C)(C)C)N(C(=O)CCC(=O)Nc2cc(C)on2)c2ccc(C)c(C)c2)cc1 (stereo unspecified)	-1.2	23	-17	-7	-1	2.4	-0.9	-20	-25
O=C(NCCCn1ccnc1)/C(=C\c1ccc(Br)cc1)NC(=O)c1ccccc1	-0.2	-19	6	9	-6	0.0	0.6	-1	-20

# Screening data deposited in PubChem by The Scripps Research Institute Molecular Screening Center.
